Tau fluor cs – counter-screen for tau fibril formation inhibitors. AID 1463. Potency, µM (series often up to 57.7 µM), without a hit: at the top dose activity change, negative = decrease. 280,000 compounds, 0.93% hits. tau K18 P301L Alexa594 fluorescence, heparin fibrillization; note: % is set by controls: 0 for no effect and ±100 for the full control effect; nearly all actives have a fitted effect of over 55% in size
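Human tau K18 P301L (15 uM unlabeled, 0.24 uM Alexa 594-labeled) in 100 mM sodium acetate pH 7 with 20 uM heparin, 6 hr at 37 C. ThT 30 uM added, 1 hr ambient; Alexa 594 FP and total fluorescence read at 555/632 nm.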
SMN2 splice up – increases expression of the SMN2 splice variant; HEK293 SMN2-luciferase splicing reporter, luminescence, 30-36 h; Potency, µM (highest dose often 46.1 µM), without a hit: at the highest dose activity change, positive = activation, most hits filed as activators; 210,000 compounds, 2.8% hits; note: % of control where 0% means no effect; nearly all actives have a fitted effect of over 55% in size
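HEK293 cells carry an SMN2 […]–luciferase reporter in which exon 7 inclusion puts luciferase in frame. Cells were plated 10-12 h before compound addition, then incubated 30-36 h at 37C. ONE-Glo luminescence was read; sodium butyrate at 4.5 mM final served as control.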
HttQ103 aggreg – reduces HttQ103-GFP aggregates in PC12 cells; PC12 HttQ103-GFP aggregates, Acumen cytometry, 40 h; Potency, µM (highest dose often 46.1 µM), for the others: top-dose activity change, negative = inhibition, most hits filed as inhibitors; 220,000 compounds, 1.1% hits; AID 1688; note: % is set by controls: 0 for no effect and ±100 for the full control effect; nearly all actives have a fitted effect of over 60% in size
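Quantitative HTS on tebufenozide-induced (100 nM) PC12 cells stably expressing polyQ103 Huntingtin exon 1–GFP. Reduction of bright GFP aggregates, detected by laser scanning cytometry after lysis, identified actives across the titration.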
HTT cytoprotect – Huntington cell model cytoprotection by ATP luminescence; PC12 HTT-Q103 induced, cytoprotection, ATP luminescence, 40 h; Potency, µM (series often up to 56.4 µM), for the others: cytoprotection (ATP increase), most hits filed as activators; 230,000 compounds, 0.14% hits; AID 1471;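 note: % of control where 0% means no effect; nearly all actives have a fitted effect of over 45% in size; toxic huntingtin expression switched on by the ecdysone agonist tebufenozide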
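Compounds added alongside 100 nM tebufenozide, which induces toxic Q103 huntingtin exon 1-GFP in stable PC12 cells; surviving cells quantified by luminescent ATP measurement. Medium: phenol red-free DMEM, 5% equine and 5% calf serum.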
ALDH1A1 inh – inhibitors of human aldehyde dehydrogenase 1A1; P00352; Purified ALDH1A1, NADH fluorescence, propionaldehyde substrate; Potency, µM (titrated, usually from 75.3 µM), inactives show top-dose activity, negative = inhibition, usual class: inhibitors; 220,000 compounds, 7.3% hits; active = well fitted inhibition curve with a large enough effect, not every such curve was filed as active; inconclusive = small, poorly fitted or top-dose-only effect, or another doubt; inactive = no such curve, though single readings can be large or run the other way;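 note: plate controls were no enzyme wells and a reference inhibitor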
Target sequence (P00352 whole entry, looked up): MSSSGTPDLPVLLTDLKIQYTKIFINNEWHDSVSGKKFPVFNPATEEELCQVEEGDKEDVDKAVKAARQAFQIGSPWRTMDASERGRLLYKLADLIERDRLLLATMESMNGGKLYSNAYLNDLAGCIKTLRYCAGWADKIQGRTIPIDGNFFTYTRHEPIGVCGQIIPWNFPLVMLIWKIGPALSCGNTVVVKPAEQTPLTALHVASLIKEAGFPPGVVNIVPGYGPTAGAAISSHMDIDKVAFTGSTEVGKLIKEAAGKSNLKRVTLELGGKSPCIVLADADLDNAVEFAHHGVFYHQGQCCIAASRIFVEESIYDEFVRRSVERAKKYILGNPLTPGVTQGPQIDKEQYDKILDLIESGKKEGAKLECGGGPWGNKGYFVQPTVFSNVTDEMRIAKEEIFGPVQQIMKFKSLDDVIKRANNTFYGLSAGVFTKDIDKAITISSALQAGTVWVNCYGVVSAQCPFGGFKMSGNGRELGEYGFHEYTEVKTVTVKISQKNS
KDM4E inh – JMJD2E (human) inhibition; B2RXH2; JMJD2E catalytic domain, FDH-coupled NADH fluorescence (FDH is formaldehyde dehydrogenase); Potency, µM (doses to about 57.1 µM), without a hit: at the top dose activity change, negative = inhibition, actives largely listed as inhibitors; 230,000 compounds, 1.6% hits; active = well fitted inhibition curve with a large enough effect, not every such curve was filed as active; inconclusive = small, poorly fitted or top-dose-only effect, or another doubt; inactive = no such curve, though single readings can be large or run the other way;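 note: 0% = wells with enzyme and -100% = buffer wells without enzyme; nearly all actives have a fitted effect of over 50% in size; many of its hits are not listed in these tables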
Target sequence (B2RXH2 1-337 limits assumed): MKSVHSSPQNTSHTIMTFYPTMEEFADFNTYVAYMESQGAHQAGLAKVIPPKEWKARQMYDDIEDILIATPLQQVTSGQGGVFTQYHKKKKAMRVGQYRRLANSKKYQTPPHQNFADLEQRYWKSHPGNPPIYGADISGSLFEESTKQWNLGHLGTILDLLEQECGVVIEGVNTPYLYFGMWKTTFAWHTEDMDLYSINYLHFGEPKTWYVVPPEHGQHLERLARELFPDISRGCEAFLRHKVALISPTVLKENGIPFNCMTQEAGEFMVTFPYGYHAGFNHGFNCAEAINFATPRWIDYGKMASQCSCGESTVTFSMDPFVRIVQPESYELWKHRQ
Tau fibril ThT – tau fibrillization inhibition (ThT binding) | P10636 | recombinant tau K18 P301L (four-repeat tau fragment), heparin-induced fibrillization, ThT fluorescence | Potency, µM (series often up to 57.4 µM), for inactives: top-dose activity, negative = inhibition, actives largely listed as inhibitors | 270,000 compounds, 2.1% hits | AID 1460; note: % is set by controls: 0 for no effect and ±100 for the full control effect; nearly all actives have a fitted effect of over 55% in size
Target sequence (P10636 561-689 P618L limits assumed): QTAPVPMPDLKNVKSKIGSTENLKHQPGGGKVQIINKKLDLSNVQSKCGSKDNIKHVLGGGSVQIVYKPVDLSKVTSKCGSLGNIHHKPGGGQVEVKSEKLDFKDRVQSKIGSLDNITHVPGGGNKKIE
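Recombinant human tau K18 fragment […] carrying P301L, 15 uM unlabeled plus 0.24 uM Alexa 594-labeled, was fibrillized with 20 uM heparin in 100 mM sodium acetate pH 7 for 6 hr at 37 C; 30 uM ThT fluorescence read after 1 hr.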
Tau fibril FP – inhibitors of human tau fibril formation; P10636; K18 P301L tau heparin fibrillization, Alexa594 FP, 6 h; Potency, µM (doses to about 57.7 µM), for the others: at the highest dose activity, negative = inhibition, actives largely listed as inhibitors; 280,000 compounds, 0.39% hits; AID 1468; note: % is set by controls: 0 for no effect and ±100 for the full control effect; nearly all actives have a fitted effect of over 55% in size
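Read-out: fluorescence polarization of Alexa 594-labeled tau (0.24 uM), 555 nm excitation, 632 nm emission. Mixtures held 15 uM unlabeled K18 P301L, compound and 20 uM heparin, pH 7 acetate buffer, incubated 6 hr at 37 C.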
* = called active by the depositor; ? = inconclusive; · = not tested or not shown; & = joins results of further samples; [ ] = another dose, or the depositor's remark. Unless noted, calls come from the whole dose curve; as a rule, active = well fitted curve in the direction sought with a large enough effect; inconclusive = small, poorly fitted or top-dose-only effect, or another doubt; inactive = no such curve, though single readings can be large; an effect the other way counts as inactive or inconclusive. Potency is the fitted concentration of half-maximal effect.

Sequence of screens: Tau fluor cs	SMN2 splice up	HttQ103 aggreg	HTT cytoprotect	ALDH1A1 inh	KDM4E inh	Tau fibril ThT	Tau fibril FP
> COc1ccc(-c2cc3ccccc3n2CC(O)CN2CCOCC2)cc1 (stereo not given)
→ -10%	-10%	?	-1%	?	?	-11%	8%
> Cc1ccc(NC(=O)Cn2c(=O)n(-c3ccc(CC(=O)NCC4CCCO4)cc3)c(=O)c3ccccc32)cc1 (stereo not given)
→ -7%	0%	·	·	·	·	0%	-8%
> CN1CCc2c(c3c(n2C)CCN(C)[C@@H]3c2cccnc2)[C@H]1c1cccnc1
→ 3%&-4%	2%&17%	-4%&21%	-30%	7%&1%	4%&-2%	-6%&1%	11%&-13%
> Cc1cc(C)n(-c2ccc(F)cc2CN2CCN(C3CCCC3)C(CCO)C2)n1 (stereo not given)
→ -11%	·	-4%[9.22 µM]	8%[10 µM]	8%	-5%	-10%	6%
> Cc1ccc(C)c(Cn2c(=O)n(CCCCCC(=O)NCc3ccc4c(c3)OCO4)c(=O)c3sccc32)c1
→ -9%	7%	·	·	·	·	0%	5%
> Cc1nc2cc(N3CCCCC3)c(NC(=O)c3cccnc3)cc2c(=O)n1Cc1ccccc1
→ -1%	-32%[inhibitor]	9%	-17%	?	?	6%	-1%
> COc1cccc2sc(Nc3nc(-c4cc5ccccc5oc4=O)cs3)nc12
→ 7%	-8%	6%	-54%[inhibitor][10 µM]	?	1%	10%	-2%
> COc1ccccc1-c1nnc(SCCN2CCOCC2)n1-c1ccc(C)cc1
→ -2%	-8%	13%	-24%[10 µM]	-4%	-29%	-5%	-1%
> COC(=O)c1c(NC(=O)c2nn(C)cc2Cl)sc2c1CCCC2
→ -25%	0%	0%	2%[10 µM]	?	?	-13%	-7%
> Cc1cccc(N2CCN(C(c3ccccc3)c3nnc(-c4ccccc4F)o3)CC2)c1C (stereo not given)
→ -9%	-3%	·	·	·	·	-15%	-1%
> COc1ccc(-c2cc(C(F)(F)F)n3nc(C(=O)Nc4sc5c(c4C(=O)OC(C)C)CCC(C)C5)cc3n2)cc1 (stereo not given)
→ -9%	0%	·	·	·	·	-13%	1%
> O=C(Nc1nncs1)c1cccc(S(=O)(=O)N2CCCCC2)c1
→ 4%	2%	-10%	-6%[10 µM]	14%	10%	3%	2%
> CC(C#N)(Nc1ccc(Cl)cc1)c1cccnc1 (stereo not given)
→ 7%	7%	-10%	21%[0.074 µM]	11%	18%	-1%	1%
> CCOc1ccc(-n2c(C)cc(/C=N/Nc3nc(C)cc(=O)[nH]3)c2C)cc1
→ ?	·	-2%[9.22 µM]	11%[10 µM]	·	?	?	-1%
> O=C(CSc1nnc(-c2cccnc2)n1Cc1ccco1)c1ccc(Cl)c(Cl)c1
→ -14%	0%	20%	4%	?	-5%	?	2%
> CCOC(=O)c1cn[nH]c1NC(=S)Nc1ccccc1
→ -6%	·	3%[9.22 µM]	11%[10 µM]	·	-10%	-3%	3%
> CC(OC(=O)CCCSc1nc2ccccc2s1)C(=O)NC(N)=O (stereo not given)
→ 7%	4%	21%	-27%[10 µM]	-1%	-8%	0%	6%
> CC(C)(C)NC(=O)c1cc([N+](=O)[O-])ccc1N1CCCCC1
→ -11%	-32%[inhibitor]	-8%	4%[10 µM]	-9%	-3%	-5%	-6%
> COc1ccc(CNC(=O)/C=C/c2cc([N+](=O)[O-])ccc2OC(F)F)cc1OC
→ -22%	-14%	21%	-18%	-2%	2%	-16%	6%
> CCSc1nc2c(cnn2-c2ccccc2)c(=O)n1N
→ -4%	·	-11%[9.22 µM]	-1%[10 µM]	·	6%	-10%	1%
> COc1ccc2[nH]c(C)c(C(=O)CN(C)C)c2c1
→ -6%	4%	15%	2%	?	-16%	-7%	1%
> COc1ccccc1C(c1nnnn1C(C)(C)C)N1CCN(Cc2ccccc2)CC1 (stereo not given)
→ -2%	-3%	-16%	14%[10 µM]	20µM*	-1%	-3%	3%
> Cc1cccc(CCNC(=O)C2CCC(CNc3c(N4CCCC4)c(=O)c3=O)CC2)c1 (stereo not given)
→ -7%	9%	-7%	-1%	?	-6%	-6%	-2%
> Cc1ccc(S(=O)(=O)Cc2ccc(C(=O)NCCCN3CCCC3=O)o2)cc1
→ -13%	-17%	-7%	-1%[10 µM]	?	10%	-17%	0%
> O=C(CSc1n[nH]c(-c2ccccc2Br)n1)NC(=O)NCc1ccco1
→ -1%	26%	-17%	-3%	0%	6%	1%	-1%
> CCOC(=O)c1ccc(-n2c(-c3ccc(C)cc3)c(C)n3c4c(=O)n(C)c(=O)n(C)c4nc23)cc1
→ -4%	-5%	·	·	·	·	-4%	5%
> O=C(NNS(=O)(=O)c1ccc(F)cc1)C1CCN(Cc2cccc(F)c2)CC1
→ 1%	8%	-8%	-37%[inhibitor]	-2%	10%	3%	4%
> COc1cc2c(cc1OC)C(C1C(=O)CC(C)CC1=O)N(C(=O)CCl)CC2 (stereo not given)
→ -6%	-6%	5%	-2%[1.9 µM]	?	?	-12%	-10%
> Cc1ccc2oc3c(c(=O)c2c1)C(c1ccc(F)cc1)N(Cc1ccc2c(c1)OCO2)C3=O (stereo not given)
→ -1%	-4%	·	·	·	·	5%	2%
> COc1ccc(NC(=O)Cn2cc(C(=O)C3CC3)c3ccccc32)cc1
→ -16%	-12%	·	·	·	·	-3%	-8%
> Cn1c(-c2ccc(N)cc2)nc2ccccc21
→ -12%	·	22%	-25%	?	?	-14%	-7%
> COc1ccc(NC(=O)CCCn2c(=O)c3sccc3n(Cc3cccc(C)c3)c2=O)cc1
→ -10%	-14%	2%	0%[10 µM]	2µM*	-2%	-2%	-2%
> Cc1cc(C)n(-c2ccc(Cl)c(C(=O)OCC(=O)N3CCCCC3C)n2)n1 (stereo not given)
→ -10%	-6%	-15%	7%	-2%	-5%	-19%	-8%
> NS(=O)(=O)c1ccc(NC2=CC(c3ccc(F)cc3)N(c3ccc(S(N)(=O)=O)cc3)C2=O)cc1 (stereo not given)
→ -3%	·	-4%[9.22 µM]	-5%[10 µM]	·	?	·	-1%
> CN(CC(=O)N1CCN(c2ccc(F)cc2)CC1)S(=O)(=O)c1ccc2c(c1)c(=O)n(C)c(=O)n2C
→ -14%	-28%	3%	0%	6%	9%	-11%	-8%
> CCOC(=O)C1CCCN(C(=O)c2ccc(Cn3c(=S)[nH]c4cc(C(=O)OC)ccc4c3=O)cc2)C1 (stereo not given)
→ -10%	-34%	11%	17%	?	3%	-3%	0%
> CN1c2ccsc2/C(=N/Nc2ccc(F)cc2)CS1(=O)=O
→ ?	?	23%	·	1%	-7%	?	?
> Cc1ccc(OC(=S)Nc2ccccc2)c(C)c1
→ 4%	-1%	-19%	7%[10 µM]	4%	-5%	1%	-9%
> COc1cc(OC)c(NC(=O)C(C)n2nc(-c3ccc(C)cc3)c3c(c2=O)CCCC3)cc1Cl (stereo not given)
→ ?	-6%	·	·	·	·	?	1%
> COC(=O)Cc1[nH]nc2c1C(c1c[nH]c3ccccc13)C(C#N)=C(N)O2 (stereo not given)
→ ?	0%	-10%	10%	?	?	25µM*	-14%
> Cc1ccc(S(=O)(=O)N2CCC(C(=O)Nc3nnc(C4CCCC4)s3)CC2)cc1
→ -3%	8%	8%	2%[10 µM]	4%	-2%	-2%	-12%
> Cc1cc(N2C(=O)C(O)=C(C(=O)c3ccc(C)o3)C2c2cccs2)no1 (stereo not given)
→ 9%	5%	1%	-1%[0.074 µM]	22µM*	?	-5%	6%
> CC1Cc2ccccc2N1S(=O)(=O)c1ccc(Cl)nc1 (stereo not given)
→ -13%	·	5%[9.22 µM]	26%[10 µM]	·	7%	-7%	0%
> CCOc1ccc(C(=O)Nc2cc(C)on2)cc1
→ -3%	8.9µM*	-2%	-113%[inhibitor]	17%	7%	-3%	2%
> O=C(c1cc2nc(-c3ccccc3)cc(C(F)(F)F)n2n1)N1CCOCC1
→ 3%	10%	-26%	4%	?	?	1%	-6%
> CC(=O)Nc1nc(C)nc(C)c1C(C)=O
→ -4%	-9%	9%	-1%[10 µM]	5%	-4%	-16%	-3%
> CC1(C)CC(NC(=S)Nc2ccc([N+](=O)[O-])cc2)CC(C)(C)N1
→ -13%	·	-4%[9.22 µM]	-7%[10 µM]	?	-6%	?	-7%
> CC(C)C1CC(O)(C2(O)CCCCC2)ON1 (stereo not given)
→ 2%	18%	-6%	3%	2%	5%	-8%	6%
> CN(C)S(=O)(=O)c1ccc(NC(=O)c2c(F)cccc2Cl)cc1
→ -3%	-17%	12%	5%	0%	0%	0%	-2%
> Cc1cccc(C(=O)NCC(=O)OCC(=O)N2CCCCC2)c1
→ -7%	9%	-3%	-17%	8%	2%	-10%	-2%
> CCc1ccc(/C=N/NC(=O)c2ccc(OC3CCCC3)cc2)s1
→ -24%	28%	-13%	-13%	0%	-1%	-24%	-10%
> Cc1cc(C(=O)NNc2c(Cl)cccc2Cl)n(C(C)(C)C)n1
→ -10%	·	-19%[9.22 µM]	12%[10 µM]	17%	-6%	-9%	1%
> O=C(O)c1cccc(NC(=S)N/N=C/c2ccccn2)c1
→ 3%	0.89µM*	3%	-79%[inhibitor]	20µM*	?	?	-6%
> O=S(=O)(Cc1ccccc1Cl)NCc1ccccc1
→ 7%	0%	0%	-22%	?	-2%	10%	1%
> O=S(=O)(c1cc(Cl)ccc1Cl)N1CCN(Cc2ccc3c(c2)OCO3)CC1
→ -27%	4%	-9%	1%	-6%	11%	-13%	-1%
> O=C(O)c1ccnc(SCC(=O)c2ccccc2)c1
→ 16%	9%	-15%	·	-6%	-2%	4%	0%

An excerpt from above in order of their number in Tau fibril ThT, high to low:
mol	SMN2 splice up	HttQ103 aggreg	ALDH1A1 inh	KDM4E inh	Tau fibril ThT	Tau fibril FP
O=S(=O)(Cc1ccccc1Cl)NCc1ccccc1	0%	0%	?	-2%	10%	1%
O=C(O)c1ccnc(SCC(=O)c2ccccc2)c1	9%	-15%	-6%	-2%	4%	0%
Cc1cc(C(=O)NNc2c(Cl)cccc2Cl)n(C(C)(C)C)n1	·	-19%[9.22 µM]	17%	-6%	-9%	1%

Only part of the results is shown; rates above refer to the full screens.
